Screening data as filed in PubChem.
Giardia kill: kills Giardia lamblia; Giardia lamblia trophozoite viability; activity change, % at 7.66 µM, hits read low; 340,000 tested, 0.15% active; AID 540267; in the data active means activity change below about -80%; inconclusive means between about -30% and that limit;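 further: parasites exposed to compound for two days anaerobically before the ATP read; on the % scale 0 is the no-effect control and ±100 the full control effect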
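ATP-content bioluminescence gauges trophozoite survival. Cells (100/well) receive compound and incubate anaerobically for 48 hrs at 37 deg C; detection reagent follows for 15-30 min at room temperature.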
S-ASM inh: human S-ASM enzyme inhibition; P17405; placental ASM, HMU-PC fluorogenic substrate, 60 min; Potency, µM (series often up to 57.5 µM), for inactives: at the highest dose activity change, negative = inhibition, actives largely listed as inhibitors; 340,000 tested, 0.006% active; further: potency means the concentration at half of the fitted maximal effect
Target sequence (P17405 47-631 limits assumed): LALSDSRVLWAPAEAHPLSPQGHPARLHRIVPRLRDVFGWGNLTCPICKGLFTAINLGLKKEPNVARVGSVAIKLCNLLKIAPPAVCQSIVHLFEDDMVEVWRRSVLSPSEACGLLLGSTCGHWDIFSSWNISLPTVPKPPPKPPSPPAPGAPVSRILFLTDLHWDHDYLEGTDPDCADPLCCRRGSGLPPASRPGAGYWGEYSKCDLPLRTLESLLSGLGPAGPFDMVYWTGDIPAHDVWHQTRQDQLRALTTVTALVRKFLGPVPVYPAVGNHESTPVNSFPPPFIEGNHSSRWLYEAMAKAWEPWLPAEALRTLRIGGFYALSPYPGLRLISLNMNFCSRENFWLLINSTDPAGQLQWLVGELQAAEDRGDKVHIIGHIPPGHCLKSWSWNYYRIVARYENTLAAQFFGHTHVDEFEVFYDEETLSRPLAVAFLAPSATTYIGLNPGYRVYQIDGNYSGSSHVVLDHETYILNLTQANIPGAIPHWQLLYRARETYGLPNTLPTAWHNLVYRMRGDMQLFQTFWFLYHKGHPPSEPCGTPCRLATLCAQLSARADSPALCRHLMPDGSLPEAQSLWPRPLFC
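qHTS format. ASM enzyme prepared from human placenta hydrolyses the fluorogenic substrate HMU-PC0 (9 uM final) over 60 min at 37 °C after a 10 min compound preincubation.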
Menin-MLL TR inh: menin-MLL binding inhibition, Texas Red mutant peptide | Potency, µM (top dose mostly 61.6 µM), for inactives: at the highest dose FP activity change, negative = inhibition, hits mostly inhibitors | AID 1768 | 270,000 tested, 0.23% active | O00255 | Menin + Texas Red MLL mutant peptide, fluorescence polarization; active means well fitted inhibition curve with a large enough effect in the polarisation, with a control signal flat, not every such curve was filed as active; inconclusive means small, poorly fitted or top-dose-only effect, or effect the other way, or a change in a side signal; inactive means no such curve, though single readings can be large or run the other way; the % refers to the polarisation; further: potency means the concentration at half of the fitted maximal effect; % of control where 0% means no effect; many of its hits are not listed in these tables
GALK inhibitor: galactokinase (human) inhibition; P51570; Purified GALK, Kinase-Glo residual ATP luminescence; Potency, µM (titrated, usually from 57.5 µM), without a hit: top-dose activity change, negative = inhibition, usual class: inhibitors; 270,000 tested, 0.007% active; AID 1868; further: potency means the concentration at half of the fitted maximal effect; on the % scale 0 is the no-effect control and ±100 the full control effect
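The enzyme phosphorylates galactose (100 uM) using ATP (35 uM); inhibition is detected as higher residual ATP, quantified by bioluminescence after 1 h reaction at room temperature, pH 8.0.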
B2AR arrestin: agonists driving beta-arrestin recruitment to human beta2-adrenergic receptor; 330,000 tested, 0.02% active; AID 492947; P07550; Potency, µM (titrated, usually from 46.1 µM), for inactives: at the top dose activation, hits mostly activators; beta-arrestin recruitment to beta2AR, cell-based reporter;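 further: potency means the concentration at half of the fitted maximal effect; 0% = DMSO controls and full agonism = EC100 isoproterenol or metaproterenol; nearly all actives have a fitted effect of over 65% in size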
a7 integrin act: integrin-mediated muscular dystrophy alleviation activation; alpha7betagal myoblasts, beta-gal FDG fluorescence, 48 h; 350,000 tested, 0.064% active; Potency, µM (doses to about 38.3 µM), for the others: at the top dose activation, usual class: activators;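 further: potency means the concentration at half of the fitted maximal effect; 100% = response of the positive control SU9516; nearly all actives have a fitted effect of over 60% in size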
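alpha7betagal+/- myoblasts (passage 13, 250/well) treated 48 h at 37C with compounds at 1:260 dilution of DMSO stock. Lysed, then beta-galactosidase activity read as FDG fluorescence (ex 480/em 540) after 30 min, with pre-read for autofluorescence.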
BCR signal inh: blocks chronic active B-cell receptor signaling; Potency, µM (doses to about 46.1 µM), inactives show top-dose ratio change, negative = lower green/red ratio, most hits filed as inhibitors; AID 493014; 340,000 tested, 0.05% active; ABC-DLBCL IkBa-CBG/CBR reporter, luminescence ratio, 4 h; active means well fitted inhibition curve with a large enough effect in the signal ratio, with a control signal flat, not every such curve was filed as active; inconclusive means small, poorly fitted or top-dose-only effect, or effect the other way, or a change in a side signal; the % refers to the signal ratio;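 further: potency means the concentration at half of the fitted maximal effect; plate controls were basal doxycycline-induced cells for no effect and cells given 10 µM MG132 for full effect; MG132 reads +100%, hits lower the ratio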
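Concentration-response series (up to 46 uM) were applied to TMD8 dual-reporter cells for 4 h at 37C with doxycycline. Green/red ratio, after filter-overlap correction, defined %Activity; red signal alone was normalised to basal cells and zero luminescence.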
Coupling enz: inhibits coupling enzyme system, counter-screen for aldolase hits; AID 2472; 290,000 tested, 0.67% active; activity change, negative = inhibition, % at 58.2 µM, hits read low; coupling enzyme system counterscreen, AmpLite Red fluorescence; in the data active means activity change below about -30%; further: on the % scale 0 is the no-effect control and ±100 the full control effect
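Final compound at 57.5 uM, incubated 10 min at RT with coupling enzyme reagent (glyceraldehyde-3-phosphate), then 20 min with substrate and AmpLite Red detection. Fluorescence read at 525/598 nm; tests interference with the coupling assay, not aldolase inhibition.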
PKM2 activator: PKM2 (human) enzyme activation | P14618 | purified PKM2, Kinase-Glo ATP luminescence, activation; response scale: 0% is enzyme alone, no compound | Potency, µM (highest dose often 57.5 µM), for the others: at the top dose activation, usual class: activators | 260,000 tested, 0.34% active | AID 1631; further: potency means the concentration at half of the fitted maximal effect; on the % scale 0 is the no-effect control and ±100 the full control effect; nearly all actives have a fitted effect of over 55% in size
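Purified hPK-M2 (>95% pure) converted ADP (0.1 mM final) to ATP with 0.5 mM PEP in 50 mM imidazole pH7.2, KCl, MgCl2, Tween 20, BSA; 1 h at room temperature. ATP detected by Kinase-Glo luminescence.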
PTAP TSG101 blk: blocks PTAP/TSG101 interaction to inhibit HIV-1 budding; Q99816; Fluorescence polarization, FITC-PTAP peptide / Tsg101 binding; Potency, µM (top dose mostly 115 µM), for the others: at the top dose activity change, negative = inhibition, usual class: inhibitors; 340,000 tested, under 10 active; active means well fitted inhibition curve with a large enough effect in the main read-out, with a control signal flat, not every such curve was filed as active; inconclusive means small, poorly fitted or top-dose-only effect, or effect the other way, or a change in a side signal; inactive means no such curve, though single readings can be large or run the other way; further: potency means the concentration at half of the fitted maximal effect; % of control where 0% means no effect
Target sequence (Q99816 whole entry, looked up): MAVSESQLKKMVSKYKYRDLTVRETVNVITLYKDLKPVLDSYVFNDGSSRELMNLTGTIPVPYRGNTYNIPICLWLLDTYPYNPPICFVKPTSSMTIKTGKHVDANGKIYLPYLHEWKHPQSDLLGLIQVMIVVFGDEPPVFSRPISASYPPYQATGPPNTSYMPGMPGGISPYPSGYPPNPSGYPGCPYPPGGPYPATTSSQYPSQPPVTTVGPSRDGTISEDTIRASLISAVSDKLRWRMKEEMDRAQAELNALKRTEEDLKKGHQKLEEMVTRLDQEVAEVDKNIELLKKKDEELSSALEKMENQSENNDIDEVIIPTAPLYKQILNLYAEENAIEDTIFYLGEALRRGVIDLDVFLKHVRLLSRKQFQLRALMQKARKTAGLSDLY
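Fluorescence polarization binding of Tsg101 binding domain (10 uM final) to FITC-labeled PTAP peptide (50 nM final) in HEPES pH 7.5 buffer with NaCl, Tween 20, EDTA, TCEP. Compounds added before peptide; binding 20 min at RT.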
Tb PFK block: blocks T. brucei phosphofructokinase; Potency, µM (highest dose often 57.5 µM), for inactives: at the highest dose activity, negative = inhibition, actives largely listed as inhibitors; 330,000 tested, 0.17% active; T. brucei PFK, ADP-Glo luminescence; O15648;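 further: potency means the concentration at half of the fitted maximal effect; 0% = uninhibited 1x PFK enzyme wells and -100% = no-enzyme wells; nearly all actives have a fitted effect of over 60% in size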
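ADP-Glo luminescence quantified ADP after 45 min at room temperature, with 1.25 nM T. brucei PFK, 0.1 mM ATP and 0.5 mM fructose-6-phosphate in pH 8.0 TEA buffer. qHTS titrations up to 57 µM; curves classified by quality.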
* hit, by the source's call; ? = inconclusive; . = not tested or not shown; [ ] = remark or other dose. Unless noted, the call rests on the fitted dose curve; in most records, active means well fitted curve in the direction sought with a large enough effect; inconclusive means small, poorly fitted or top-dose-only effect, or another doubt; inactive means no such curve, though single readings can be large; an effect the other way counts as inactive or inconclusive. The list is partial; rates above refer to the full screens.

Structure	Giardia kill	S-ASM inh	Menin-MLL TR inh	GALK inhibitor	B2AR arrestin	a7 integrin act	BCR signal inh	Coupling enz	PKM2 activator	PTAP TSG101 blk	Tb PFK block
CCSc1nnc(NC(=O)c2cccs2)s1	-25	3%	0%	9%	-1.2%	13%	?	-4	4%	-3%	0%
CCN(CC)S(=O)(=O)c1ccc(N2CCOCC2)c(NC(=O)c2ccco2)c1	-17	-3%	.	.	-0.1%	8%	-5%	.	.	-5%	-3%
N#Cc1c2c(c(=S)n(-c3ccccc3)c1N)CCCC2	1	-1%	-10%	8%	-0.4%	-34%	1%	-26	3%	-13%	3%
Cc1cc(OCC(O)CN2CCCC2)cc(C)c1Cl (stereo not drawn)	-28	2%	.	-4%	-0.2%	-49%[inhibitor]	-7%	.	.	-13%	4%
CC(C)[C@H](NC(=O)NCCC1=CCCCC1)C(=O)O	-19	1%	.	0%	-0.1%	?	7%	8	-4%	-4%	1%
COc1cc(OC)c2c(-c3cccc(-c4sccc4C(C)=O)c3)cc(=O)oc2c1	-7	-7%	21%	.	0.3%	-22%	?	0	.	1%	0%
CC(=O)N1CCN(Cc2nc3ccc(Cl)cc3n2CCO)CC1	-4	-3%	-11%	14%	-0.1%	-15%	1%	0	.	0%	0%
NS(=O)(=O)c1ccc(CCNC(=O)c2ccc(NC3=NC4CS(=O)(=O)CC4S3)cc2)cc1 (stereo not drawn)	3	2%	-1%	-1%	0.4%	0%	1%	1	-7%	-2%	-1%
CCOCC(=O)Nc1ccc(S(=O)(=O)NCCc2ccccc2)cc1	-12	5%	16%	2%	.	-24%	.	0	-1%	-7%	.
O=C(CCCc1nc2ccccc2s1)NCc1ccccc1F	6	4%	-8%	2%	-0.6%	19%	-5%	1	1%	2%	-3%
O=C(c1ccc(F)cc1)N1CCN2C(=O)c3ccccc3C12c1ccccc1 (stereo not drawn)	9	0%	.	4%	3.1%	33%	?	0	-2%	1%	-4%
Nn1c(SCC(=O)Nc2ccccc2)nnc1C1CCCCC1	3	-4%	.	.	0.1%	-2%	-1%	.	.	0%	3%
Cc1noc(C)c1CSc1nc2sc3c(c2c(=O)n1C)CCCC3	1	-8%	?	-1%	0.2%	-24%	-1%	2	-4%	-3%	0%
COc1cc(C)c(Br)cc1S(=O)(=O)N1CCOCC1	4	1%	3%	-1%	-0.7%	-27%	?	1	-14%	-1%	-10%
COc1ccc(N2CCN(C(=O)C(=O)c3cn(CC(=O)N4CCOCC4)c4ccccc34)CC2)cc1	-14	1%	.	6%	-0.6%	-41%	-8%	.	.	-2%	-3%
CC(=O)N1c2ccc(S(=O)(=O)N(C)C3CCCCC3)cc2CC1C (stereo not drawn)	24	-3%	.	-1%	-1.4%	-19%	0%	.	.	-3%	-1%
COCCCNc1ncnc2c1cnn2-c1ccc(C)cc1C	-4	5%	-3%	-1%	-0.4%	7%	?	1	-13%	-3%	-6%
CN(C)c1ccc(N/C(N)=N/c2nc(C(F)(F)F)cc(C(F)(F)F)n2)cc1	15	0%	-10%	1%	-0.9%	4%	3%	-10	3%	2%	7%
Cc1csc(Sc2nc3c(c(=O)[nH]c(=O)n3C)n2CCCc2ccccc2)n1	7	4%	-17%	1%	0.0%	-21%	-2%	2	2%	-6%	1%
c1nc2n(n1)C1=C(CCCC1)C1(CCCCC1)N2	17	-2%	14%	0%	-0.2%	8%	5%	1	6%	0%	1%
Cc1ccc(S(=O)(=O)NNC2=NS(=O)(=O)c3ccccc32)c(C)c1	-3	0%	23%	-2%	-0.2%	33%	-23%	20	8%	-2%	0%
FC(F)(F)c1cccc(NC(=S)NCCc2ccccn2)c1	-6	3%	25%	3%	-0.3%	-60%[inhibitor]	1%	1	0%	-2%	-1%
C=CCc1cccc2cc(C(=O)NNC(=O)CC#N)c(=O)oc12	-16	-2%	.	-2%	-0.5%	?	5%	2	-1%	-5%	1%
Cc1ccc(/C=N/NS(=O)(=O)c2ccccc2)o1	-9	3%	0%	.	1.9%	18%	3%	0	-7%	-4%	-2%

Pulled by structure from the list above (4):
Structure	Giardia kill	S-ASM inh	Menin-MLL TR inh	GALK inhibitor	B2AR arrestin	a7 integrin act	BCR signal inh	Coupling enz	PKM2 activator	PTAP TSG101 blk	Tb PFK block
COc1cc(C)c(Br)cc1S(=O)(=O)N1CCOCC1	4	1%	3%	-1%	-0.7%	-27%	?	1	-14%	-1%	-10%
CC(=O)N1CCN(Cc2nc3ccc(Cl)cc3n2CCO)CC1	-4	-3%	-11%	14%	-0.1%	-15%	1%	0	.	0%	0%
CCOCC(=O)Nc1ccc(S(=O)(=O)NCCc2ccccc2)cc1	-12	5%	16%	2%	.	-24%	.	0	-1%	-7%	.
N#Cc1c2c(c(=S)n(-c3ccccc3)c1N)CCCC2	1	-1%	-10%	8%	-0.4%	-34%	1%	-26	3%	-13%	3%

(cont.)
Structure	Giardia kill	S-ASM inh	Menin-MLL TR inh	GALK inhibitor	B2AR arrestin	a7 integrin act	BCR signal inh	Coupling enz	PKM2 activator	PTAP TSG101 blk	Tb PFK block
CCOC(=O)C1=C(C)NC(=O)NC1c1c(OC)ccc2ccccc12 (stereo not drawn)	-20	-2%	5%	-4%	0.6%	7%	0%	0	2%	1%	-3%
Nc1c(S(=O)(=O)c2cccs2)c2nc3ccccc3nc2n1Cc1cccs1	-4	.	?	4%	0.1%	3%	?	0	5%	2%	7%
COc1ccc2c(c1)cc(C(=O)N[C@@H](CCSC)C(=O)N1CCC[C@H]1C(=O)O)n2C	10	0%	13%	.	-0.7%	33%	19%	1	5%	-2%	-1%
COC(=O)CC1C(=O)NCCN1C(=S)NC(=O)CCc1ccccc1 (stereo not drawn)	15	0%	0%	10%	-1.8%	27%	1%	1	-7%	0%	-29%
COc1ccc(CCN(C(=O)c2cccc(F)c2)C2CC(=O)N(c3ccccc3)C2=O)cc1 (stereo not drawn)	15	-1%	1%	0%	0.3%	-5%	?	1	3%	-5%	0%
CCc1ccc(C2=NN(CCC(=O)NC(C)CCc3ccccc3)C(=O)CC2)cc1 (stereo not drawn)	-4	-3%	?	-1%	0.3%	-18%	?	4	4%	-1%	-2%
COc1cc(C)ccc1OCCOc1ccccc1Cl	9	1%	22%	-4%	-1.0%	30%	?	-2	0%	-2%	-2%
CC(C)CN(C(=O)COC(=O)c1ccc(Cl)c(N)c1)c1c(N)n(Cc2ccccc2)c(=O)[nH]c1=O	-17	5%	.	.	0.0%	-15%	8%	.	.	4%	-7%
COc1ccccc1N1CCN(Cc2ccc(O)c3ncccc23)CC1	41[activator]	2%	.	0%	?	-64%[inhibitor]	?	-21	4%	1%	2%
Cc1ccc(C2c3c(oc4ccccc4c3=O)C(=O)N2c2nncs2)cc1 (stereo not drawn)	4	0%	.	.	-0.4%	7%	?	-1	2%	-3%	1%
O=C(Nc1cc(=O)[nH]c2ncnn12)c1ccccc1	-1	2%	2%	0%	?	11%	-2%	3	-2%	-4%	3%
Cc1nn(-c2ccccc2)c(C)c1Cc1ccc(O)cc1	-8	-1%	15%	.	0.1%	-8%	-12%	5	.	-4%	0%
Cc1ccnc(NCc2cc(C)ccc2O)c1	18	-1%	-2%	2%	-0.1%	12%	4%	0	24%	1%	-2%
O=C1Cc2ccccc2C(c2ccc(Cl)cc2Cl)N1 (stereo not drawn)	2	2%	.	1%	-0.3%	5%	2%	-4	1%	-2%	1%
Cc1cccc(NC(=O)CN2CCN(CC(=O)Nc3ccc(-c4ccccc4)cc3)CC2)c1C	?	-1%	?	14%	6.8%	9%	?	0	0%	-3%	-19%
CC(=O)Nc1cccc(NC(=O)c2cc(-c3cccnc3)nc3ccc(Cl)cc23)c1	-1	-13%	44%[activator]	-1%	0.3%	-5%	1%	0	-3%	-2%	1%
COc1ccc(S(=O)(=O)Nc2cc3[nH]c(=O)oc3cc2C)cc1	-18	-2%	-4%	.	0.5%	2%	0%	-8	.	-7%	2%
